# LMNA splice mod = LMNA splicing modulation; AID 1487; HeLa LMNA splicing GFP/RFP minigene ratio, 48 h; actives 0.01% (n = 200,000); Potency, µM (titrated, usually from 46.1 µM), for inactives: at the top dose ratio change, negative = inhibition, actives largely listed as inhibitors; active = well fitted inhibition curve with a large enough effect in the signal ratio, with a control signal flat, not every such curve was filed as active; inconclusive = small, poorly fitted or top-dose-only effect, or effect the other way, or a change in a side signal; the % refers to the signal ratio; also: potency is read from the fitted curve at half-maximal effect; % is scaled to controls: 0 for no effect and ±100 for the full control effect
#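 S3 HeLa stable clones carrying a lamin A-EGFP splicing minigene plus DsRed2 were seeded at 600 cells/well in Opti-MEM with 2% FBS, pin-dosed and incubated 48 h at 37°C. Acumen cytometry (488 nm) gave the GFP/RFP total-intensity ratio.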
# KinaseGlo FLuc = Kinase-Glo luciferase inhibition (counter-screen) | Q27757 | Kinase-Glo luciferase, ATP luminescence, 8 min | Potency, µM (highest dose often 38.3 µM), without a hit: top-dose activity change, negative = inhibition, usual class: inhibitors | actives 0.28% (n = 200,000) | AID 1379; also: potency is read from the fitted curve at half-maximal effect; % is scaled to controls: 0 for no effect and ±100 for the full control effect; nearly all actives have a fitted effect of over 60% in size
#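 Compound is pinned into ATP-containing buffer (10 uM ATP, imidazole pH 7.2, 7 mM MgCl2). Kinase-Glo luciferase reagent is then added. Light output is recorded following an 8-min room-temperature incubation.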
# SMN2 splice enh = SMN2 splice variant enhancement. HEK293 SMN2-luciferase splicing reporter, luminescence, 30-36 h. actives 2.8% (n = 210,000). Potency, µM (highest dose often 46.1 µM), inactives show at the top dose activity change, positive = activation, hits mostly activators; also: potency is read from the fitted curve at half-maximal effect; % of control where 0% means no effect; nearly all actives have a fitted effect of over 55% in size
#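 HEK293 cells carry an SMN2 […]–luciferase reporter in which exon 7 inclusion puts luciferase in frame. Cells were plated 10-12 h before compound addition, then incubated 30-36 h at 37C. ONE-Glo luminescence was read; sodium butyrate at 4.5 mM final served as control.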
# IMPase Li cell = membrane-permeable IMPase blocker, potentiated with lithium | actives 0.35% (n = 210,000) | Potency, µM (doses to about 59.4 µM), without a hit: at the highest dose activity, negative = IMPase inhibition, most hits filed as inhibitors | AID 1457 | CHO-M1 cells, IP1 TR-FRET (IP-One), carbachol + lithium;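 also: IP1 builds up when IMPase is blocked and the TR-FRET signal falls; potency is read from the fitted curve at half-maximal effect; plate controls were basal vehicle for no effect and high inhibitor control for full effect; nearly all actives have a fitted effect of over 50% in size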
#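 CHO cells stably expressing M1 receptor (2000/well) were cultured 16–30 h, then exposed to compounds with a small lithium addition for 30 min at 37C. IP1 was measured by TR-FRET competition; AC50 from Hill fits.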
# HTT cytoprotect = cytoprotection in Huntington HTT-Q103 PC12 cell model; AID 1471; actives 0.14% (n = 230,000); PC12 HTT-Q103 induced, cytoprotection, ATP luminescence, 40 h; Potency, µM (titrated, usually from 56.4 µM), for the others: cytoprotection (ATP increase), actives largely listed as activators;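 also: potency is read from the fitted curve at half-maximal effect; % of control where 0% means no effect; nearly all actives have a fitted effect of over 45% in size; toxic huntingtin expression switched on by the ecdysone agonist tebufenozide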
#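 PC12 cells stably carrying ecdysone-inducible Htt exon 1 (Q103)–GFP were induced with 100 nM tebufenozide (final) alongside library compounds in a dose series. Cytoprotection was scored as retained ATP by ATPlite luminescence.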
# CBFb-RUNX1 inh = blocks binding between human CBF-beta and RUNX1; Potency, µM (series often up to 59.8 µM), without a hit: at the top dose activity, negative = inhibition, most hits filed as inhibitors; AlphaScreen CBFb-His/RUNX1-biotin binding, biochemical; Q01196+Q13951; 230,000 tested, under 10 active; AID 1477; also: % of control where 0% means no effect
# Target sequence (Q01196 whole entry, looked up): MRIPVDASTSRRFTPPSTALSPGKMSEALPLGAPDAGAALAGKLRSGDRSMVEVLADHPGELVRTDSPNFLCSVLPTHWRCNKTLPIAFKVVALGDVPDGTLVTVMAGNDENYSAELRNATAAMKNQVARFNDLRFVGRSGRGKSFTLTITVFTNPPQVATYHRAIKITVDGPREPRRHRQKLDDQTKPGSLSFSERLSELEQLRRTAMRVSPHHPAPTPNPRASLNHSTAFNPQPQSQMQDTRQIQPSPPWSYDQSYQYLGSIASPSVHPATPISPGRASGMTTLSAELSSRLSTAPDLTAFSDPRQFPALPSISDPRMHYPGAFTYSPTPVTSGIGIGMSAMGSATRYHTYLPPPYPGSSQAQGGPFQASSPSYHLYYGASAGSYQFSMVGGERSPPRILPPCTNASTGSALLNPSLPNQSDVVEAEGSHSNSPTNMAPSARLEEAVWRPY
# Target sequence (Q13951 whole entry, looked up): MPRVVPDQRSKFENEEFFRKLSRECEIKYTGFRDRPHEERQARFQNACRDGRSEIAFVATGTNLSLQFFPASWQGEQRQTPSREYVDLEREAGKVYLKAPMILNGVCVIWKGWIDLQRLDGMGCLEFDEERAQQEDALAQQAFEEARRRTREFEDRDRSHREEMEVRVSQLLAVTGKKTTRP
#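 Read-out: AlphaScreen. Format: His-CBF-beta with biotinylated RUNX1 (30 nM each) preincubated 20 min, compound 15 min, Ni-chelate plus streptavidin beads 90 min; room temperature throughout.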
# HTT aggregate = inhibitors of mutant huntingtin aggregate formation in PC12 cells. PC12 HttQ103-GFP aggregates, Acumen cytometry, 40 h. actives 1.1% (n = 220,000). Potency, µM (titrated, usually from 46.1 µM), inactives show top-dose activity change, negative = inhibition, actives largely listed as inhibitors; also: potency is read from the fitted curve at half-maximal effect; % is scaled to controls: 0 for no effect and ±100 for the full control effect; nearly all actives have a fitted effect of over 60% in size
#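 Aggregate formation scored by laser-scanning cytometer (488 excitation, 500–530 emission) in lysed PC12 cells expressing Q103-GFP after 100 nM tebufenozide induction; library tested in dose series, with ATPLite reagent added in the multiplex.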
# The depositor's hits bear a star; u = inconclusive; x = no result given; & = joins results of further samples; [ ] = dose if it differs, or a comment. Unless noted, calls follow the shape of the dose curve; as a rule, active = well fitted curve in the direction sought with a large enough effect; inconclusive = small, poorly fitted or top-dose-only effect, or another doubt; inactive = no such curve, though single readings can be large; an effect the other way counts as inactive or inconclusive. Outcome played no part in choosing rows; overall some 4% were active at least once.
SMILES,LMNA splice mod,KinaseGlo FLuc,SMN2 splice enh,IMPase Li cell,HTT cytoprotect,CBFb-RUNX1 inh,HTT aggregate
O=C(O)Cc1sc(-c2ccc(Cl)cc2)nc1-c1ccccc1,4%,-2%,21%,u,-20%&-13%,3%,6%&-8%
CCN(CC)Cc1cc(C(=O)O)c(-c2ccccc2)o1,x,x,x,x,11%[10 µM],8%,0%[9.22 µM]
Cc1ccc(-c2cc(-c3ccc(C)o3)nc(N)c2C#N)cc1,-1%,-1%,-13%,-5%[38.3 µM],-4%[0.074 µM],-21%,u
COc1cc(-c2nc3ccc(C)cn3c2Nc2ccc3c(c2)OCCO3)ccc1O,u,17%,u,-7%,x,u,u
O=C(Nc1c(-c2ccccc2)nc2ccccn12)c1ccco1,-2%,0%,6%,-5%[38.3 µM],-2%[10 µM],3%,-16%
O=C(O)c1ccn2c(C(=O)c3ccc(Cl)cc3)c(-c3ccccc3)cc2c1,x,x,x,x,28%[10 µM],-12%,-1%[9.22 µM]
CC(=O)c1ccc(N2CCN(CC(=O)Nc3cc(C)on3)CC2)cc1,x,-2%,28%,-6%,-35%,1%,-1%
CC(=O)NC1CC2CCCC(C1)N2S(=O)(=O)c1ccccc1 (configuration not stated),-5%,2%,-17%,-2%[38.3 µM],15%[10 µM],8%,6%
O=S(=O)(NN=C1CCCCCCC1)c1ccc(Br)cc1,-5%,-2%,-13%,4%,-31%[1.9 µM],2%,7%
COc1cc2c(cc1OC)C(C)N(C(=S)NC(=O)c1ccccc1)CC2 (configuration not stated),-4%[46 µM],2%,-66%[inhibitor],20%,0%[10 µM],-10%,-26%
O=C(CSc1nc2ccc(Cl)cc2[nH]1)Nc1ccc2c(c1)CCC2,u,x,x,x,3%[10 µM],0%,17%
N#Cc1c(NC(=O)/C=C/c2ccco2)sc2c1CCCC2,u,2%,3.5µM*,-3%,-82%[inhibitor][10 µM],-21%,13%
CC(C)(C)OC(=O)N/N=C\C=C\c1ccc2c(c1)OCO2,-6%,-1%,-15%[1.84 µM],-3%,1%[10 µM],-2%,30%
CCc1cc2c(SCC(=O)Nc3ccc(Cl)cn3)ncnc2s1,5%,0%,-12%,1%,20%[10 µM],8%,-4%
CCOc1cc(/C=C/C(=O)O)ccc1OCCO,-6%[46 µM],1%,x,7%,26%[10 µM],11%,8%[9.22 µM]
CC1CC=C2C(C#N)=C(N)C(C#N)(C#N)C(c3cccs3)C2C1 (configuration not stated),7%,1%,-12%,-1%[38.3 µM],7%[10 µM],4%,11%
CCN(CC)CCNC(=O)/C(=N\O)c1ccccn1,x,1%,-5%,2%,-1%[10 µM],-4%,11%[9.22 µM]
Clc1ccc2c(N3CCCC3)ccnc2c1,8%,-2%,1%,48%[activator][38.3 µM],4%[1.9 µM],1%,-3%
COC(=O)[C@H](C)NC(=O)Nc1ccccc1F,-1%,2%,x,-2%[38.3 µM],1%,3%,-13%
CCC(=O)NC(Nc1ncc(C)s1)(C(=O)OC)C(F)(F)F (configuration not stated),-10%,3%,6%,3%,34%[10 µM],-1%,u
Cc1c(NCc2cc(Cl)cc(Cl)c2O)c(=O)n(-c2ccccc2)n1C,u,-2%,-15%,30%[38.3 µM],-12%,1%,-16%
C/C(CC(=O)NCc1ccco1)=N\NC(=O)Cc1ccc(-c2ccccc2)cc1,0%,-2%,3%,-5%,1%[10 µM],-2%,15%
COCCNC(=S)N/N=C/c1ccccc1C(=O)O,4%,3%,4%,16%[38.3 µM],-27%,1%,0%[1.84 µM]
COc1ccc(/C(N)=N/OC(=O)COc2ccccc2Cl)cc1,0%,-7%,u,7%,x,6%,-13%
CC(=O)c1cc(Cc2csc(C(C)=O)c2)cs1,u,0%,4%,-11%[38.3 µM],2%,2%,-7%
COc1cccc(C(=O)N=c2sc3cc(S(C)(=O)=O)ccc3n2C)c1,-1%[46 µM],-4%,7%,1%,-32%[inhibitor],6%,3%
CCCC[C@@H]1C[C@H]1[C@@H](NC(=O)c1ccco1)c1ccc(Cl)cc1,u,-1%,-22%,24%,x,1%[2.36 µM],-5%
CC(=O)C1=C(C)OC(N)=C(C#N)C1c1ccncc1 (configuration not stated),11%,0%,17%,11%[38.3 µM],3%[10 µM],5%,3%
Cc1csc2ncnc(NC3CCN(Cc4ccccc4)CC3)c12,u,x,x,x,5%[10 µM],11%,-22%[9.22 µM]
CN1/C(=C/C(=S)NC(=O)C2(C)CC2(Cl)Cl)C(C)(C)c2ccccc21 (configuration not stated),u,2%,-20%,6%,8%,u,u
CC(NC(=O)c1ccc(F)cc1)C(=O)NC1=NCCS1 (configuration not stated),x,4%,-9%,5%,26%,12%,-20%
CCC1CCc2c(sc(NC(C)=O)c2C#N)C1 (configuration not stated),-1%,-3%,12%,-4%,7%[10 µM],5%,-25%
NC(=O)C1CCN(Cc2nc(-c3cccs3)no2)CC1,u,x,x,x,-15%[10 µM],4%,-11%[9.22 µM]
COc1ccc(OC)c2c1sc(=NC(=O)C1CCCCC1)n2C,x,x,x,x,9%[10 µM],-12%,-12%[9.22 µM]
CCOc1ccc(CC2S/C(=N/N=C/c3ccco3)NC2=O)cc1 (configuration not stated),x,x,x,-6%,-14%,-15%,10%
COc1cc([C@H](Cc2ccccc2)NC(C)=O)oc(=O)c1,x,x,x,-8%,19%[10 µM],-11%,18%[9.22 µM]
Cc1ccc(Cc2cnc(NC(=O)C3CCCO3)s2)cc1 (configuration not stated),5%,-2%,14µM*,12%[38.3 µM],-35%,1%,-11%
Cc1ccc2cccc(S(=O)(=O)Nc3c(C)n(C)n(-c4ccccc4)c3=O)c2n1,3%,-1%,u,30%[38.3 µM],-12%,3%,1%
Cc1nc(SCc2ccccc2)c([N+](=O)[O-])[nH]1,9%,0%,45%,-5%,x,0%,-17%
Cc1noc(C)c1S(=O)(=O)N1CCc2nc(-c3ccccc3)c3c(c2C1)CO[C@@H](C)C3,-1%[9.22 µM],-5%[7.66 µM],-5%[9.22 µM],7%,1%[10 µM],-11%[13.1 µM],x
COc1cc([C@H]2c3cc4c(cc3[C@@H](O[C@H]3O[C@H]5CO[C@@H](C)O[C@H]5[C@@H](O)[C@@H]3O)[C@@H]3COC(=O)[C@H]23)OCO4)cc(OC)c1O,u,1%[17.1 µM],-83%[inhibitor][20.6 µM],-2%,-124%[inhibitor][17.1 µM],23%[21.7 µM],-8%
COc1cc(NS(=O)(=O)c2ccc(C)cc2)c2ncccc2c1,u,3%,-32%[inhibitor],13%,-11%[10 µM],u,-27%
COC(=O)c1cc(=O)nc2sc(-c3cccs3)nn12,7%,1%,30%,6%[38.3 µM],-5%,5%,-2%
O=C(Nc1ccc2c(c1)nc1n2CCOC1)C1CCCCC1,2%,-1%,-6%,-17%[38.3 µM],-8%,9%,9%
O=C(CSc1nnc(CNC(=O)c2c(F)cccc2Cl)o1)Nc1ccc2c(c1)OCO2,x,3%,-12%,6%,-50%,-19%,-4%
CCOC(=O)c1cccc(-n2c(C)nc3ccccc3c2=O)c1,0%,x,x,x,2%,-3%,-2%
O=C(O)CSC1=NCCN1,x,-1%[7.66 µM],-9%[9.22 µM],-14%,3%&15%[10 µM],x,x
COC(=O)c1sccc1NC(=O)CCC1CCCCC1,-7%,-1%,-3%,10%,10%[10 µM],25%,-3%
CC(=O)N1C(=O)C2(C(C#N)=C(N)Oc3cc(C)oc(=O)c32)c2ccccc21 (configuration not stated),-13%,1%,0%,20%[38.3 µM],4%[0.074 µM],7%,21%
COc1ccc(S(=O)(=O)NCCC(C)C)cc1OC,-7%,3%,17%,7%[38.3 µM],5%,5%,-9%
COc1cccc(OC)c1C(=O)NC(C)C12CC3CC(CC(C3)C1)C2 (configuration not stated),4%,-3%,-13%,28%[38.3 µM],-6%,1%,-2%
Cc1cc(-c2ccccc2)nc(SCc2ccc(C(=O)O)o2)n1,3%,-4%,3%,9%[38.3 µM],3%[1.9 µM],7%,7%
Cc1ccc(N2CCN(C(=O)c3ccccc3)CC2)c(C)c1,10%,-3%,-7%,23%[38.3 µM],7%,3%,u
O=c1c2[nH]c3ccc(F)cc3c2ncn1Cc1ccncc1,x,x,x,x,-21%[10 µM],4%,-12%[9.22 µM]
COc1ccc(C(=O)CSc2nnc(COc3ccc(C#N)cc3)n2-c2ccccc2)cc1,1%,-5%,-23%,-6%[38.3 µM],-24%,3%,27%
CCOC(=O)c1c(-c2ccc(C)o2)csc1NC(=S)NC(=O)c1cccs1,-11%,-4%,-23%,11%,28%[10 µM],-17%,10%
O=C(c1ccc(F)cc1)N1CCN2C(=O)c3ccccc3C12c1ccc(Cl)cc1 (configuration not stated),10%[46 µM],0%,-27%,11%,-93%[inhibitor],0%,6%
CC(C)CC(c1nnnn1Cc1cccs1)N1CCN(c2nc3ccccc3s2)CC1 (configuration not stated),-6%,3%,-68%[inhibitor],-6%,3%[10 µM],4%,-12%
CC(C(=O)O)c1cccc(C(=O)c2ccccc2)c1 (configuration not stated),u,-7%&-4%&2%,18%&-3%,10%,8%[0.074 µM],1%&4%&7%&5%,-8%
Nc1ccccc1Oc1ncc(C(F)(F)F)cc1Cl,-4%,1%,-11%,5%[38.3 µM],-30%,6%,5%
Cn1c(SCC(=O)Nc2ccccc2F)nnc1-c1ccc(S(=O)(=O)N2CCOCC2)cc1,-1%,-3%,-17%,7%[38.3 µM],12%,-1%,17%
COc1ccc(N2CC(O)=C(c3n(C)c4ccccc4[n+]3C)C2=N)cc1,1%,2%,4%,31%[activator][38.3 µM],-16%,12%,-6%[1.84 µM]

# Fetched one by one from above:
SMILES,LMNA splice mod,KinaseGlo FLuc,SMN2 splice enh,IMPase Li cell,HTT cytoprotect,CBFb-RUNX1 inh,HTT aggregate
O=c1c2[nH]c3ccc(F)cc3c2ncn1Cc1ccncc1,x,x,x,x,-21%[10 µM],4%,-12%[9.22 µM]
CC(C(=O)O)c1cccc(C(=O)c2ccccc2)c1 (configuration not stated),u,-7%&-4%&2%,18%&-3%,10%,8%[0.074 µM],1%&4%&7%&5%,-8%

# Compound activity as filed in PubChem.
